Compound activity as filed in PubChem BioAssay.
CHOP inh – inhibitors of CHOP promoter induction, primary screen, cell-based, unfolded protein response, luciferase reporter; CHO-K1 CHOP-promoter luciferase, tunicamycin-induced, 15-18 h; inhibition, % at 10 µM; actives 3.8% (n = 220,000);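 active means compounds that reduced the stress-induced luciferase reporter signal by more than about 70% of percent inhibition, limit read from the data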;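 further: 0% = tunicamycin plus vehicle and 100% = wells without tunicamycin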
NPY-Y1 antag – NPY-Y1 receptor antagonists, primary screen, cell-based; Neuropeptide Y receptor type 1 (Homo sapiens), P25929; HEK293-CNG Y1 cells, membrane potential fluorescence; NPY at EC95, then isoproterenol; inhibition, % at 3.6 µM; actives 1% (n = 200,000); AID 1040, 2008;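 active means inhibition above the campaign mean inhibition of all tested compounds plus 3 SD, cut at about 20% in these data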;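 further: 0% = DMSO wells given NPY plus isoproterenol and 100% = isoproterenol alone without NPY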
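Material: Y1- and CNG-channel-expressing HEK293 cells / Probe or stimulus: NPY 25 nM then isoproterenol 1 µM plus Ro 20-1724 25 µM / Doses: 3.6 µM single dose, DMSO 0.4% / Schedule: compound incubation 1 h at room temperature, readout 45 min post-stimulation / Signal: membrane potential fluorescence / Benchmarks: isoproterenol-only wells as full block versus NPY-plus-isoproterenol wells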
S1P4 agonist – S1P4 receptor agonists, primary screen, cell-based. Sphingosine 1-phosphate receptor 4 (Homo sapiens), O95977. S1P4-expressing cell line, agonist reporter assay. activation, % at 4.98 µM. actives 0.35% (n = 220,000); in the data active means activation above about 11%;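 further: 0% = DMSO vehicle and 100% = reference agonist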
Target sequence (O95977 whole entry, looked up): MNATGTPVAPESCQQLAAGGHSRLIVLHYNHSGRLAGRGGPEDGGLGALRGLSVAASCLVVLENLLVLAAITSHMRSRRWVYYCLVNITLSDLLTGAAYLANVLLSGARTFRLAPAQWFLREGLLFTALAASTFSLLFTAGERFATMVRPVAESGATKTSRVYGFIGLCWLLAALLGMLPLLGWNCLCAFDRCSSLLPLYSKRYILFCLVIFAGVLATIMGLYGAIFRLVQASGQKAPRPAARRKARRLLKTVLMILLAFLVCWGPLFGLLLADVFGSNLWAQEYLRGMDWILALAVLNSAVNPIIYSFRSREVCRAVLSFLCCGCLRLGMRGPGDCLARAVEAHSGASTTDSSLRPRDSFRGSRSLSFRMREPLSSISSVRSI
S1P4 antag – S1P4 receptor antagonists, primary screen, cell-based | Sphingosine 1-phosphate receptor 4 (Homo sapiens), O95977 | S1P4-expressing cells, antagonist mode, reporter read-out | inhibition, % at 4.98 µM | actives 0.26% (n = 220,000) | AID 1510, 2009; in the data active means inhibition above about 29%;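 further: 0% = wells stimulated with agonist and 100% = vehicle wells without agonist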
TRPML3 agonist – human TRPML3 channel agonists, primary screen, cell-based, HEK293 TRPML3-YFP, Fluo-8 calcium fluorescence, 3 µM | activation, % at 3 µM | actives 0.29% (n = 220,000) | AID 1448, 2008 | 100% = the carbachol control signal | Mucolipin-3 (Homo sapiens), Q8TDD5;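 active means activation above its plate's cutoff, the mean activation of the plate's test wells plus 3 SD, cut at about 12% in these data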;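 further: 0% = DMSO only wells and 100% = carbachol wells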
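Test system: HEK293 cells stably carrying human TRPML3-YFP; Doses: single dose, 3 µM final nominal compound, 0.3% DMSO final; Schedule: dye loading 1 h 37 °C then 30 min ambient, 125 s read; Technique: Fluo-8 calcium fluorescence; Benchmarks: high control carbachol 87 µM, low control DMSO.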
NPY-Y2 PAM-ag – NPY-Y2 potentiators or agonists, primary screen, cell-based; AID 1359, 2008; actives 0.45% (n = 220,000); activation, % at 3.6 µM; Neuropeptide Y receptor type 2 (Homo sapiens), P49146; cells expressing NPY-Y2, potentiator/agonist read-out; in the data active means activation above about 27%;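 further: cells stimulated with NPY near EC25 plus isoproterenol at EC100; 0% = vehicle plus submaximal agonist and 100% = vehicle plus saturating agonist; some results beyond the cut were filed as inactive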
Target sequence (P49146 whole entry, looked up): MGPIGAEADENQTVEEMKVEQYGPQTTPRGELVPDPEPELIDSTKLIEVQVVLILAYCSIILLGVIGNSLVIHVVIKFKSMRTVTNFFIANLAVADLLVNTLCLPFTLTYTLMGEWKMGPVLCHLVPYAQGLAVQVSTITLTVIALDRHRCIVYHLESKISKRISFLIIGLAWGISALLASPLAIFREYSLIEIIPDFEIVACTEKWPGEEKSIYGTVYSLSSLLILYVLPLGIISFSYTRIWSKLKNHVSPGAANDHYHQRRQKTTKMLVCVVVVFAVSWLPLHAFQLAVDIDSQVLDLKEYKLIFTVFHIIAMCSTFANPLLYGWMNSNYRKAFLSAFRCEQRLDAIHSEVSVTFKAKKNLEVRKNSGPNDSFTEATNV
NPY-Y1 PAM-ag – NPY-Y1 receptor potentiators or agonists, primary screen, cell-based; Neuropeptide Y receptor type 1 (Homo sapiens), P25929; NPY-Y1 expressing cells, potentiator/agonist activation; activation, % at 3.6 µM; actives 0.37% (n = 220,000); AID 1304, 2008; in the data active means activation above about 33%, passing the limit was not always enough;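 further: cells stimulated with NPY at EC10 then isoproterenol at EC100; 0% = low agonist plus stimulus and 100% = saturating agonist plus stimulus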
EP2 modulator – EP2 receptor modulators, cAMP readout, primary screen, cell-based, HTRF cAMP, PGE2 stimulation. Prostaglandin E2 receptor EP2 subtype (Homo sapiens), P43116. EP2-expressing cells, cAMP HTRF FRET, PGE2 co-stimulation. induction, % at 25 µM. actives 0.83% (n = 260,000);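 active means compounds whose cAMP rise, as percent of the full-agonist control response, exceeds 60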;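 further: rat C6 glioma line stably carrying human EP2 under a CMV promoter; the protocol text gives 20 µM as final concentration; 100% = response of wells given 1 µM PGE2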
TRPN1 ag – zebrafish TRPN1 channel agonists, primary screen, cell-based, HEK293, calcium fluorescence. activation, % at 3 µM. actives 0.18% (n = 220,000). HEK293 zebrafish TRPN1-YFP, Fluo-8 calcium fluorescence; 100% = response to 87 µM carbachol. transient receptor potential cation channel N1 (TRPN1/NompC), Danio rerio;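 active means activation above its plate's cutoff, the mean activation of test wells on that plate plus 3 SD, cut at about 19% in these data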;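 further: 0% = DMSO alone and 100% = 87 µM carbachol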
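Material: zebrafish TRPN1-YFP in HEK293 cells; Doses: single test compound dose, 3 µM nominal, 0.3% DMSO; Timing: dye loading 1 h at 37 °C, then 30 min room temperature; Technique: intracellular calcium fluorescence with Fluo-8; Benchmarks: high carbachol 87 µM, low DMSO alone.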
Numbers without * were called inactive; . = no result given; & = joins results of further samples.

SMILES,S1P4 antag,S1P4 agonist,CHOP inh,NPY-Y2 PAM-ag,NPY-Y1 antag,EP2 modulator,TRPML3 agonist,NPY-Y1 PAM-ag,TRPN1 ag
O=C1CCCc2c1cc(C(=O)NCCCN1CCOCC1)c(=O)n2-c1ccc(Cl)cc1,-3,-1.1,37,-2,3,10,0.6,-10,0.3
Cc1ccc(OC(=O)c2sc(Cl)nc2C)cc1C,-32,0.1,40,1,0,10,1.0,-3,-0.6
COc1ccc(/C(O)=C2/C(=O)C(=O)N(CCN(C)C)C2c2ccc(OC)c(OC)c2)c(C)c1 (stereo not given),1,-0.3,13,5,-2,14&11,1.4,-9,-1.2
CS(=O)(=O)N1CC2CCCN2c2cc(C(F)(F)F)ccc21 (stereo not given),-6,0.7,-2,-5,1,14,1.1,-5,1.0
COc1ccc(C(=O)N(CCCO)Cc2cc3c(C)ccc(C)c3[nH]c2=O)cc1OC,-17,-0.5,22,-19,2,2,1.4,7,-0.7
C=C(C)Cn1c(CCNC(=O)CC)nc2ccccc21,0,1.7,8,13,0,11,0.6,-6,0.2
COc1ccc(/C=C/C(=O)Nc2cccc(N3CCOCC3)c2)cc1OC,-14,0.5,4,0,2,-5,0.4,-5,3.3
CC(Oc1ccc(Cl)cc1)C(=O)/C=C/N(C)C (stereo not given),8,-0.9,-12,0,4,2,0.5,7,0.9
CC1CCCCN1S(=O)(=O)c1ccc2c(c1)oc(=O)n2CC(=O)O (stereo not given),-5,-1.0,-10,1,4,18,0.0,2,0.2
Cc1ncoc1C(=O)N1CCc2c([nH]c3ccccc23)C1C1CCCCC1 (stereo not given),0,-0.2,30,-7,-4,15,-1.3,-16,-1.2
COc1ccc(CNC(=O)CSc2nnnn2-c2ccccc2)cc1,-11,0.2,-13,-8,5,-15,0.1,-3,0.1
COc1ccc(S(=O)(=O)N(C)CC(=O)N2CCC(C(N)=O)CC2)cc1Cl,-7,-3.1,-4,0,-1,26,0.7,-5,1.3
CC(C)(C)NC(=O)CON=C1c2ccccc2-c2ccccc21,-16,0.3,68,-4,10,-15,-0.6,-1,-0.6
COCCN(C(=S)Nc1cc(C)cc(C)c1)C(C)c1cccs1 (stereo not given),-12,1.1,30,8,-2,25,1.2,-1,0.8
CN(CC(=O)NCc1cccnc1)S(=O)(=O)c1ccccc1,10,-0.2,8,-19,.,19,0.4,17,-0.3
COc1cc(/C=N/NC(=O)C(C)Nc2n[nH]c(=O)[nH]c2=O)cc(OC)c1O (stereo not given),-6,1.2,-15,4,-4,8,0.2,6,0.3
C=C(C)COc1ccc(-c2nc(N)ncc2Oc2ccccc2OCC)c(O)c1,-7,-1.4,15,-6,8,57,0.5,-19,-0.7
Nc1c(N(CCO)C(=O)COc2ccc(Cl)cc2)c(=O)[nH]c(=O)n1Cc1ccccc1,-16,0.0,-5,2,-1,13,0.4,-9,-0.7
CCCCOc1ccc(C(=O)NCC2(c3ccc(OC)cc3)CCOCC2)cc1,-16,2.3,13,-3,7,5,-0.5,15,-0.9
O=C(Nc1ccccc1C(=O)N1CCN(Cc2ccccc2)CC1)c1ccccn1,0,0.5,34,-5,1,8,-0.2,-1,0.6
CCN(CC)S(=O)(=O)c1ccc(Cl)c(NC(=O)c2cc(Cl)cc(Cl)c2)c1,-3,0.6,89*,1,2,9,0.4,0,1.9
COCCSc1ccccc1C(=O)NCc1cccnc1,-19,3.2,0,2,3,9,0.9,-4,-1.0
C/C(=N\Nc1ccc(C(=O)c2c(C)cc3ccccn23)cc1[N+](=O)[O-])c1ccc(O)cc1,7,-1.8,47,9,.,12,-0.3,62*,-0.6
Cn1c(-c2sc3cc(C(F)(F)F)cnc3c2-c2ccccn2)n[nH]c1=S,-2,2.1,55,15,3,32,0.0,25,-0.4
O=C(Nc1cccc(NC(=O)c2ccc(-c3ccc(Br)cc3)o2)c1)c1ccco1,-9,3.5,4,-31,7,-29,0.9,-51,1.1
COc1cc2cc(CN(CCO)S(=O)(=O)c3ccccc3Cl)c(=O)[nH]c2cc1OC,-6,1.2,26,-2,-4,22&-3,0.1,-5,1.2
S=C(NCCc1ccccc1)N/N=C/c1ccc(Cl)cc1,-1,1.3,37,-35,.,-51,0.0,-44,0.8
Clc1cccc(-c2nnc3n2CCCCC3)c1,-13,3.0,12,-5,-3,27,0.2,1,1.0
Cc1c(C(=O)OCC(=O)Nc2ccc(C(N)=O)cc2)cccc1[N+](=O)[O-],-8,-0.5,22,17,1,-32,2.6,12,1.6
Cc1sc(NC(=O)/C=C/C(=O)O)c(C(N)=O)c1-c1ccc(C(C)(C)C)cc1,0,-0.6,-8,13,0,-45,0.6,14,-1.2
c1ccc2nc(N3CCOCC3)cnc2c1,8,3.1,-21,0,2,-15,0.5,11,1.5
COc1ccc(Cl)cc1NC(=O)CN(C)C(=O)CNC(=O)C12CC3CC(CC(C3)C1)C2,8,1.2,16,-9,2,13,0.3,-4,1.4
Cc1cc(C(=O)CSc2nnc(-c3cccs3)n2Cc2ccccc2)c(C)n1C,-4,-1.7,13,-15,0,6,-0.5,-16,-0.6
Cc1ccc(S(=O)(=O)CC(CN2CCCCC2)N2CCCCC2)cc1 (stereo not given),-7,-0.6,7,-1,3,-39,0.5,1,-0.9
CCOC(=O)c1c(-c2ccccc2)nc2c(C)cccn12,1,0.6,-14,-16,5,41,-0.7,13,-1.1
CC1CCN(C(=S)c2ccc(O)cc2)CC1,-4,0.4,-4,-24,2,-4,0.5,20,0.4
CCCCOC(=O)NC(NCC(O)c1ccccc1)(C(F)(F)F)C(F)(F)F (stereo not given),-6,0.8,81*,-20,0,-48,0.3,-18,0.9
S=C(NC1CC1)N1CCN(c2ccc(Cl)cc2)CC1,-3,1.3,20,3,-2,-13,1.0,11,0.5
CCN(CC)c1ccc(CNC23CN4CN(CN(C4)C2)C3)cc1,-38,0.2,-2,9,0,19,0.7,10,0.3
Cn1cc(S(=O)(=O)Oc2ccccc2)c(=O)n(C)c1=O,-1,2.8,12,1,-1,15,0.9,-3,1.4
Cc1ccc(C)n1NC(=O)c1ccc(Cl)cc1Cl,9,1.4,1,-6,2,4,1.0,-11,-0.7
O=C(CN1CCN(S(=O)(=O)c2ccccc2)CC1)NC(=O)NC1CCCCC1,6,1.6,-8,-2,4,12,1.3,3,0.5
CCOc1ccccc1N1CCN(C(=S)Nc2ccc(S(N)(=O)=O)cc2)CC1,-6,1.8,25,-2,-4,-30,0.0,-12,-0.8
N#C/C(=C/c1cccs1)c1ccccn1,5,-3.0,4,7,.,-2,0.2,14,-0.7
CC(C)n1c(=O)[nH]c2cc(C(=O)Nc3ccccc3)ccc21,-11,-0.4,-22,-4,3,-19,0.6,-24,3.6
Cc1nc2nc(-c3ccccc3)cc(=O)n2[nH]1,8,-0.2,-6,-6,-2,32,0.1,-15,0.8
c1ccc(CSc2nnc(-c3ccncc3)o2)cc1,0,0.8,20,6,-3,-5,0.6,-2,0.4
Cc1ccc(OCCNC(=O)c2cc(-n3cnnc3)ccc2Cl)cc1C,-32,-1.2,-17,-3,6,-12,-0.1,1,0.1
OC(CN1CCN(Cc2ccc3c(c2)OCO3)CC1)c1c[nH]c2ccccc12 (stereo not given),-2,0.4,-1,-18,3,-29,1.2,-9,0.1
O=C(NCc1ccc2c(c1)OCO2)C1CCC(=O)N1C1CCCCC1 (stereo not given),16,1.5,-14,-4,.,29,1.1,1,2.1
Cc1ccc(/C([O-])=C(/C(=S)NCc2ccccc2)[n+]2cccc(CO)c2)cc1[N+](=O)[O-],2,-1.3,5,1,-1,-17,1.0,12,0.4
O=C(CCNC(=O)c1ccco1)Nc1ccc(SC(F)F)cc1,-7,-0.7,-6,4,2,-34,0.8,-16,0.9
Cc1ccc2nc(-c3ccc(NC(=S)NCCC(C)C)cc3)sc2c1,15,1.4,.,-9,0,.,0.2,-17,0.8
Cc1cccc(C(=O)NNC(=O)c2ccco2)c1,-8,0.5,26,-7,0,25,0.8,-8,2.7
CCO[C@H]1OC(C(=O)NC2CC2)=C[C@@H](C)[C@@H]1CCCO,1,-0.4,7,-5,2,23,0.1,-24,0.5
CCCN(CCC)CCNC(=O)CCC(=O)Nc1ccc2nc(N3CCN(C)CC3)cc(C)c2c1,-5,0.2,-4,9,-2,9,0.7,24,1.7
